HEK293 NOD2/NF-kB – NOD2 signaling inhibitors, cell-based, luminescence, uHTS, HEK293 (AID 1566); HEK293 NOD2/NF-kB luciferase reporter, luminescence; higher % means a stronger effect; inhibition, % at 4 µM, or EC50 in µM where a hit was titrated; 290,000 tested, 0.63% active; in the data active = inhibition above about 50%; note: many of its hits are not listed in these tables
Yfh1-depleted yeast – enhancers of respiration in Yfh1-depleted yeast, dose response, Friedreich's ataxia, plus single-dose screen (AID 1465); 220,000 tested, 0.074% active; fold induction at 50 µM; hits with a dose series show EC50 in µM; S. cerevisiae Yfh1-off respiration, WST-1 reduction, 72 h; higher fold induction means a stronger effect;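 active = fold induction of absorbance versus untreated yeast above a set limit, then at least 30% activation at any dose in follow-up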;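 note: activators that raise dye reduction in frataxin-depleted yeast; strong numbers were not always called active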
MT stabilize HCS – microtubule stabilizers in HeLa cells, primary screen, imaging, high-content imaging; 200,000 tested, 0.83% active; HeLa tubulin immunostaining HCS, 24 h; share of cells brighter than vehicle mean+2SD; % tubulin-high responders, % at 10 µM;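 active = plate Z-score above 3 for both tubulin-high and condensed-nucleus cell shares, with cell loss under 80%, at 10 µM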;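 note: anti alpha tubulin signal scored within the nucleus-defined area of each cell; some results filed as inactive read as strong as hits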
Autophagy mod – autophagy modulators in MEF cells, primary screen, imaging, high-content, MEF GFP-LC3. MEF GFP-LC3 puncta imaging; test concentration mostly 10 µM. calls only at 10 µM (by protocol). 190,000 tested, 0.98% active. AID 463193, 2010;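 active = percentage of spot-positive cells more than 3 SD above its plate mean, without a fluorescence outlier flag or 80% toxicity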;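 note: spot-positive cell cutoff set from DMSO-treated cells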
Dynein transport – inhibitors of GR-EGFP nuclear translocation, primary screen, dynein cargo transport inhibitor project, imaging, high-content, 3617.4 mouse cells; test concentration mostly 20 µM; stimulated with dexamethasone, 1 µM; stronger effect = lower value; z-score, hits read low; 220,000 tested, 0.47% active;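 active = plate z-score of nuclear minus cytoplasmic receptor signal below a set negative limit, without overly bright fluorescence or cell loss, cut at about -3.5 in these data, passing the limit was not always enough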;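 note: z-score of nuclear minus cytoplasmic ring GR-EGFP intensity difference per well; some compounds called inactive have numbers as strong as hits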
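Buffer or medium: tet-free medium with charcoal-stripped serum / Also added: dexamethasone agonist, 1.0 µM final, for 30 min / Timing: induction 48 h, compound 1 h, agonist 30 min / Measured by: high-content fluorescence imaging after fixation / Read-out: nuclear-to-cytoplasmic GR-EGFP distribution per well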
P. falciparum M17LAP – P. falciparum M17LAP inhibitors, primary screen, biochemical, fluorogenic H-Leu-NHMec substrate, 1536-well (AID 1619) | Leucine aminopeptidase (Plasmodium falciparum (isolate 3D7)) | recombinant M17LAP, H-Leu-NHMec fluorogenic kinetic assay; higher % means a stronger effect | one-dose inhibition, % at 30 µM; IC50 in µM for titrated hits | 220,000 tested, 0.38% active;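 active = compound inhibiting the enzyme by more than half at any dose during confirmatory dose-response retesting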;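 note: plate controls were full reaction with DMSO carrier for no effect and no enzyme background for full effect; strong numbers were not always called active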
NOD1 inhibition – NOD1 signaling inhibitors, primary screen, cell-based, luminescence, uHTS (AID 1578). NOD1-driven NF-kB luciferase reporter cells, luminescence; higher % means a stronger effect. 290,000 tested, 1% active. inhibition, % at 4 µM; hits with a dose series show EC50 in µM; in the data active = inhibition mostly above about 36%, no sharp cut-off; inactive = mostly below about 34%;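 note: HEK-293T reporter cells stimulated with the NOD1 agonist gamma-tri-DAP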
bCat nuc transl – modulators of beta-catenin nuclear translocation, primary screen, imaging, HeLa cells, immunofluorescence, high-content; nuclear translocation activity, % at 5 µM; 190,000 tested, 0.3% active; AID 1665, 2009;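 active = nuclear translocation activity above 50% at 5 µM, with a well cell count of 50 or more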;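 note: per-cell ratio of nuclear to cytoplasmic median beta-catenin stain intensity; plate controls were DMSO negative control for no effect and GSK-3 inhibitor IX positive control for full effect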
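test system = HeLa cells, endogenous beta-catenin | dosing = single 5 µM dose plus 0.02–20 µM confirmation series | times = compound treatment 24 h, 37°C, 5% CO2 | technique = beta-catenin immunofluorescence imaging with DAPI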
Insulin prom up – insulin promoter activators in MIN6 cells, imaging, high-content screening, mouse beta cells; MIN6 insulin promoter-GFP reporter; stronger effect = higher value; z-score at 5 µM; 190,000 tested, 0.3% active; AID 1625, 2009;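 active = z-score above 3 at 5 µM with at least 500 cells counted in the well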
Dynein transport cytoplasmic EGFP – second read-out of Dynein transport, no call of its own (marks repeat the call); z-score; measured here: cytoplasmic GR-EGFP intensity; stronger effect = higher value
Dynein transport nuclear GR-EGFP – further read-out of Dynein transport, marked with its call; z-score; measured here: nuclear GR-EGFP intensity;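 lower value marks the stronger effect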
Dynein transport cell count – also measured in Dynein transport; calls as there; z-score; measured here: cell count per field
Insulin prom up cell count – also measured in Insulin prom up; calls as there; cell count; measured here: cytotoxicity, nuclei count;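 total cells summed across four imaged fields per well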
bCat nuc transl cell count 5 µM – further read-out of bCat nuc transl, marked with its call; cell count; measured here: cell count, cytotoxicity flag
MT stabilize HCS Hoechst-high % – further read-out of MT stabilize HCS, marked with its call; % Hoechst-high responders; measured here: nuclear condensation Hoechst responders;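 share of cells brighter than vehicle mean plus two SD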
MT stabilize HCS cytotoxicity % – further read-out of MT stabilize HCS, marked with its call; toxicity, %; measured here: cytotoxicity by cell density;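 0% = mean cell density of plate MIN control wells and 100% = no cells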
Autophagy mod cell loss 18 h – also measured in Autophagy mod; calls as there; toxicity, %; measured here: cell loss, nuclei count;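 cell loss after 18 h compound exposure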
An asterisk follows results filed as active; i = inactive; nt = not tested or not shown. Not all compounds are listed (hit frequency here may not be typical).

Results follow in this order: MT stabilize HCS Hoechst-high %	MT stabilize HCS cytotoxicity %	Autophagy mod	Dynein transport nuclear GR-EGFP	Dynein transport cytoplasmic EGFP	bCat nuc transl cell count 5 µM	Dynein transport cell count	NOD1 inhibition	Insulin prom up cell count	bCat nuc transl	P. falciparum M17LAP	Insulin prom up	HEK293 NOD2/NF-kB	Yfh1-depleted yeast	Autophagy mod cell loss 18 h	MT stabilize HCS	Dynein transport
> Cc1ccc(NC(=O)/C=C\C(=O)O)c([N+](=O)[O-])c1
→ 2.5	7.7	i	0.12	-0.12	1079	-0.61	-24%	1650	-1.3	2%	0.03	-10%	i	12	2.5	0.21
> Cc1ccc(NC(=O)CSCC#N)cc1
→ 0.6	7.1	i	0.18	-0.28	1224	0.28	-3%	914	-6.7	13%	-0.02	8%	i	-1	1.3	-0.22
> CCCn1nnnc1SCC(=O)NCc1ccc2c(c1)OCO2
→ 3.4	10	i	1	-0.26	915	-0.58	-6%	1024	-5.9	-1%	0.05	0%	i	18	5.4	1
> CCC(C)(C)n1nnnc1C(c1cc2ccc(OC)cc2[nH]c1=O)N1CCN(C2CCCCC2)CC1 (stereo not given)
→ 3.3	6.4	i	-0.28	-0.33	918	0.48	-2%	1083	-2.8	33%	-1.3	3%	i	2	6.0	-0.92
> O=C(CSc1ccccn1)Nc1ccccc1F
→ 2.0	8.2	i	0.36	-0.31	588	0.85	-28%	1328	-3.3	2%	-0.11	11%	i	-4	3.1	-0.43
> O=C(O)CC(c1ccccc1)n1cccc1 (stereo not given)
→ 3.0	10	i	0.29	-0.17	1022	0.59	-12%	1292	-3.7	0%	1.1	15%	nt	-25	2.2	-0.28
> Cn1c(SCC(=O)N2CCOCC2)nnc1-c1ccc(NC(=O)c2ccccc2F)cc1
→ 1.8	11	i	-0.24	-0.15	965	0.18	-16%	1298	-5.8	12%	-0.67	7%	i	-47	2.0	-0.77
> CCOc1cc(/C=C2\SC(=Nc3ccccc3)N(c3ccccc3)C2=O)ccc1OCC(=O)O
→ 3.8	3.7	i	-0.57	-0.3	nt	0.24	-26%	1286	nt	31µM*	-0.13	-4%	i	-15	3.9	-0.42
> O=C(NCc1cccnc1)c1cc(C(=O)C2CC2)c[nH]1
→ 3.1	10	i	0.042	-0.13	975	-0.7	-16%	1164	1.4	0%	-0.58	13%	i	-19	2.8	0.75
> CC(=O)N(C)N1c2ccccc2CCc2ccccc21
→ 2.6	5.2	i	1.3	-0.23	543	-1.2	-6%	nt	1.5	0%	nt	-9%	i	10	4.2	0.86
> COc1ccc(CCNc2nc(-c3sc(C)nc3C)cs2)cc1OC
→ 1.8	4.5	i	-0.11	-0.27	nt	-0.07	50%	863	nt	-2%	-0.3	32%	i	6	2.5	-0.18
> O=C(Nc1ccc2c(c1)CCC2)c1ccc(Br)o1
→ 1.8	7.2	i	2.5	0.51	1118	-2.4	-70%	854	-3.7	6%	-0.17	-100%	i	-15	2.0	2.2
> Cn1c(NC(=O)c2ccc(C(C)(C)C)cc2)cc(=O)n(C)c1=O
→ 1.8	4.0	i	-0.2	-0.22	1024	0.37	1%	1645	-1.5	-9%	0.41	2%	i	2	1.3	-0.77
> CC(C)C[C@@H]1NC(=O)[C@H](Cc2ccccc2)N(C)C(=O)[C@H](C)NC(=O)c2ccccc2NC(=O)[C@H](Cc2ccc(O)cc2)N(C)C1=O
→ nt	nt	nt	-0.052	-0.77	1214	0.23	5%	934	-1.7	0%	-1.8	23%	i	nt	nt	-0.68
> CCCCNC(=S)NNC(=O)c1csc(CC)c1
→ 2.0	6.0	i	-0.52	-0.26	1209	0.92	-59%	nt	1.5	-3%	nt	-36%	i	2	2.5	-0.99
> CCOc1cc2[nH]c(=S)n(Cc3ccc(C(=O)NCC(OC)OC)cc3)c(=O)c2cc1OCC
→ 1.8	11	i	-0.33	-0.21	1026	0.65	10%	1297	-3.7	-11%	-0.13	2%	i	-1	2.6	-0.87
> COC(=O)c1ccccc1NC(=O)CSc1nnc(CNS(=O)(=O)c2ccc(C)cc2)n1C
→ 1.8	14	i	-0.091	-0.19	1024	0.49	-1%	667	7.7	12%	0.2	2%	i	-1	2.5	-0.34
> CC(C)(C)NC(=O)COC(=O)c1ccc(Cl)c(S(N)(=O)=O)c1
→ 1.9	1.3	i	1.3	0.87	1037	-1.6	-39%	1114	0.0	-17%	0.93	-9%	i	-20	3.9	2.1
> CCCOC(=O)c1ccc(NC(=O)c2cc(Cl)ccc2OC)cc1
→ 2.6	8.0	i	-0.38	-0.24	477	0.69	-6%	1149	1.0	-9%	-0.82	8%	i	2	9.4	-0.68
> COc1ccc(OC)c(S(=O)(=O)N2CCC(C(=O)N3CCc4ccccc4C3)CC2)c1
→ 0.5	66	i	1.2	-0.25	nt	-0.14	-28%	nt	nt	2%	nt	-32%	i	1	3.3	1.1
> Cc1cc2c(NC(=O)Nc3ccccc3)cccc2nn1
→ nt	nt	nt	-0.14	-0.14	1302	0.82	-2%	1001	-0.7	5%	0.48	-15%	i	nt	nt	-0.56
> COc1ccc(CCn2c(NN=C(C)C)nc3c2c(=O)[nH]c(=O)n3C)cc1
→ nt	nt	nt	0.25	-0.25	1302	-0.31	-12%	1051	1.4	15%	-0.14	11%	i	nt	nt	-0.32
> O=S(=O)(Nc1ccc(Cl)cn1)c1cccc(S(=O)(=O)c2ccccc2)c1
→ 2.2	5.6	i	-0.054	-0.31	1451	0.65	-13%	1476	0.6	10%	0.14	-3%	i	-17	4.2	-0.29
> COc1ccccc1CNC(=O)COc1ccc([N+](=O)[O-])cc1
→ 1.0	2.2	i	0.55	0.21	1053	-0.59	-25%	1454	-2.5	-3%	-1.6	19%	i	18	1.3	0.57
> CN(C)C=NC(=O)c1cccn1-c1ncc(C(F)(F)F)cc1Cl
→ 1.3	4.0	i	1.5	-0.057	1132	-2.1	-12%	1280	-2.2	-2%	0.27	-2%	i	4	2.4	1.7
> CCc1ccc(N2C(=O)C(Cl)=C(N3CCOCC3)C2=O)cc1
→ 1.8	8.0	i	-0.57	-0.26	427	0.58	-9%	1224	3.8	17%	0.08	15%	i	7	4.8	-0.62
> CCCNC(=O)N1CCC(C(=O)c2ccc(Cl)cc2)CC1
→ 1.3	5.9	i	0.39	0.092	1347	-2	14%	1417*	-1.9	5%	3.8*	6%	i	-1	2.3	1.9
> CCCC(=O)N(C)c1nnc(-c2ccc(OC)cc2)s1
→ 2.3	2.7	i	0.2	-0.16	867	1.2	-18%	988	-4.6	15%	1.2	-3%	i	-8	3.0	-0.27
> CCc1ccc(NC(=O)Nc2cccc(OC)c2)cc1
→ 1.4	5.0	i	0.0076	-0.045	1018	0.73	-6%	1574	-2.0	4%	-0.34	-68%	i	-41	1.6	-0.26
> COc1ccc(C2(CNC(=O)c3ccc(OC)c([N+](=O)[O-])c3)CCOCC2)cc1OC
→ 2.0	3.9	i	-0.27	-0.21	1385	0.19	-6%	1488	-1.4	3%	-0.92	-2%	i	14	2.4	0.11

(continued)
Results follow in this order: MT stabilize HCS Hoechst-high %	MT stabilize HCS cytotoxicity %	Autophagy mod	Dynein transport nuclear GR-EGFP	Dynein transport cytoplasmic EGFP	bCat nuc transl cell count 5 µM	Dynein transport cell count	NOD1 inhibition	Insulin prom up cell count	bCat nuc transl	P. falciparum M17LAP	Insulin prom up	HEK293 NOD2/NF-kB	Yfh1-depleted yeast	Autophagy mod cell loss 18 h	MT stabilize HCS	Dynein transport
> COc1cccc(/C=N/NC(=O)c2cnn(-c3ccccc3)c2N)c1
→ nt	nt	nt	0.031	-0.16	1369	0.28	-3%	1007	-0.4	6%	-0.15	-80%	i	nt	nt	-0.59
> CCN(Cc1ccccc1)C(c1ccncc1)c1nnnn1C(C)(C)C (stereo not given)
→ 1.9	6.6	i	0.76	-0.2	1049	0.18	-8%	1092	-4.2	5%	0.06	-12%	i	30	1.2	-0.16
> Cc1cc(NC(=O)CCn2c(=O)sc3ccccc32)no1
→ 2.8	2.9	i	0.11	-0.22	nt	0.88	nt	nt	nt	nt	nt	nt	i	2	3.3	-0.37
> CCN(CC)CCN1C(=O)c2cccc3cc(N)cc(c23)C1=O
→ nt	nt	nt	0.018	0.69	1006	0.51	-15%	1154	1.2	6%	1.1	-4%	i	nt	nt	0.34
> Cc1cc(C(=O)Nc2nc3ccc(S(C)(=O)=O)cc3s2)c(C)o1
→ 2.4	3.9	i	-0.24	-0.13	1129	1.3	-30%	1234	-0.8	5%	1.4	-31%	i	-7	4.0	-0.26
> Cc1ccc(S(=O)(=O)Nc2cc(C(F)(F)F)ccc2N2CCOCC2)cc1
→ 3.2	5.4	i	-0.032	-0.31	562	-0.012	-9%	1339	-4.6	7%	0.04	2%	i	-8	4.0	0.009
> COc1ccc(NC(=O)CN2CCN(Cc3ccc4c(c3)OCO4)CC2)cc1OC
→ 1.2	3.3	i	0.4	-0.24	944	-2.4	6%	nt	1.9	20%	nt	12%	nt	-4	1.6	-0.35
> Cc1cc(NC(=O)CSc2nnc3c4c(C)c(C)sc4ncn23)no1
→ 2.0	7.6	i	0.071	-0.21	1009	0.66	-2%	1437	-2.4	5%	0.74	4%	i	13	2.1	-0.086
> Cc1ccc(NC(=O)CN2CCCCCC2)cc1Br
→ 1.7	6.8	i	-0.29	-0.22	1135	1.1	-2%	1133	-0.4	10%	0.26	-7%	i	8	2.6	0.13
> O=C(CNC(=O)c1cccs1)NCCN1CCN(Cc2ccccc2)CC1
→ 4.3	11	i	-0.87	0.11	942	1.7	-23%	1355	-8.5	1%	-0.24	-3%	i	2	3.7	-1.7
